N370S GC mod – inhibitors or activators of N370S glucocerebrosidase for Gaucher disease; P04062; N370S GC spleen homogenate, 4MU-glucoside fluorescence; Potency, µM (top dose mostly 59.4 µM), for inactives: top-dose activity change, negative = inhibition, most hits filed as inhibitors; 330,000 tested, 0.092% active;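 also: 0% = full enzyme activity and -100% = no enzyme basal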
FEN1 inh – human FEN1 inhibition; P39748; Recombinant FEN1 flap cleavage, fluorescence, 15 min; Potency, µM (doses to about 114 µM), for the others: at the top dose activity change, negative = inhibition, hits mostly inhibitors; 390,000 tested, 0.35% active; also: nearly all actives have a fitted effect of over 65% in size
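With each library titrated from low to high concentration, compounds met 10 nM FEN1 for 15 min at room temperature before 50 nM substrate was added; readings at 0 and 15 min fed four-parameter Hill curve fits.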
GCN5L2 inh – inhibitors of human GCN5L2 histone acetyltransferase; AID 504327; Q92830; Potency, µM (titrated, usually from 58.9 µM), without a hit: at the top dose activity change, negative = inhibition, usual class: inhibitors; GCN5L2 HAT assay, ThioGlo1 CoA-SH fluorescence; 390,000 tested, 0.21% active
Target sequence (Q92830 whole entry, looked up): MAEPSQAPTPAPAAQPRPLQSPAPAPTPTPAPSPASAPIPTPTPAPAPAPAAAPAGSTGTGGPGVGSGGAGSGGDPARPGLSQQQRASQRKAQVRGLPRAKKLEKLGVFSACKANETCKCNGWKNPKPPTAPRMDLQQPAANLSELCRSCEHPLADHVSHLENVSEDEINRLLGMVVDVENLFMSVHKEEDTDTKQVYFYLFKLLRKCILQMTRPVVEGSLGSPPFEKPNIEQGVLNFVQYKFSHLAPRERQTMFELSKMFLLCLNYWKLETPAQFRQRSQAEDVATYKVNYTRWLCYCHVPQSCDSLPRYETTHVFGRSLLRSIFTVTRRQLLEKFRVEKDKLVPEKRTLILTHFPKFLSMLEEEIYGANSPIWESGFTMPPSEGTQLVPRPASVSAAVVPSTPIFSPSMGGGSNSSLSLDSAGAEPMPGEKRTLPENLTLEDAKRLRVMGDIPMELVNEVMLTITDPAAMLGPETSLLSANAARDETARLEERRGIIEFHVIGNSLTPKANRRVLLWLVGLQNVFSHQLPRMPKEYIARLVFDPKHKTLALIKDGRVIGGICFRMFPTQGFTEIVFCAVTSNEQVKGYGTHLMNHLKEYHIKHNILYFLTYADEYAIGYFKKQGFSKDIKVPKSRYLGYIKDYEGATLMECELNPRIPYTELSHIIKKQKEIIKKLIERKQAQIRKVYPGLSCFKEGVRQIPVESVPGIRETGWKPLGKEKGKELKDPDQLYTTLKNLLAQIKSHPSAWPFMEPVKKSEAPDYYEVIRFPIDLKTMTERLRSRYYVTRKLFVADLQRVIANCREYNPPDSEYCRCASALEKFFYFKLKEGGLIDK
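Compounds, pin-transferred from DMSO stocks, meet 20nM GCN5L2 for 15 min before the reaction begins with H3(1-25) peptide (75uM) and acetyl-CoA (70uM). Thiol-reactive ThioGlo1 reports CoA release over 20 min at room temperature.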
An asterisk follows results filed as active; ? = inconclusive; nt = not tested or not shown; & = joins results of further samples; [ ] = another dose, or the depositor's remark. Calls follow the shape of the dose curve; as a rule, active = well fitted curve in the direction sought with a large enough effect; inconclusive = small, poorly fitted or top-dose-only effect, or another doubt; inactive = no such curve, though single readings can be large; an effect the other way counts as inactive or inconclusive. Unless noted, % is scaled to controls: 0 for no effect and ±100 for the full control effect; potency is read from the fitted curve at half-maximal effect. Rows are unselected; overall some 0.54% were active at least once.

SMILES | N370S GC mod | FEN1 inh | GCN5L2 inh
O=C(CSc1nnc(Cn2nnc3ccccc32)o1)N(Cc1ccc(Cl)cc1)c1ccccc1 | ? | 0% | -7%
COc1ccc(NC(=O)CSc2nc3nc(C)cc(C)n3n2)cc1OC | nt | -5% | 1%
Cc1c(OCC(=O)NCC2CCC(C(=O)O)CC2)ccc2c3c(c(=O)oc12)CCC3 (stereo not drawn) | -1% | 0% | 2%
O=C(Nc1ccc(S(=O)(=O)N2CCCCC2)cc1)C1CCN(C(=O)c2ccc(F)cc2)CC1 | -14% | -12% | -3%
O=c1c(Cc2ccc(F)cc2)c(O)ccn1CCc1cnc[nH]1 | -25% | 0% | -8%
O=C(NCC1CCCO1)c1ccc2c3n(nc2c1)-c1ccccc1CO3 (stereo not drawn) | 11% | -10% | -2%
CC1Sc2ccc(S(=O)(=O)N3CCC(C(=O)NCC(C)c4ccccc4)CC3)cc2NC1=O (stereo not drawn) | -12% | 9% | -22%
CCN1C(=O)[C@H]2[C@@H](c3ccc(-c4ccc(C(C)=O)cc4)cc3)N3CCCC[C@@]3(C(=O)OC)[C@H]2C1=O | -12% | 5% | -12%
COC(=O)C1=C(Cn2cnc3ccccc32)NC(=O)NC1c1cc(C)ccc1C (stereo not drawn) | -6% | 0% | 4%
C=C1CCC[C@]2(C)C[C@H]3OC(=O)C(CN(C)CC(OC)OC)[C@H]3CC12 (stereo partly drawn) | 3% | -2% | -19%

The list goes on, starting with the last two of the part before.
SMILES | N370S GC mod | FEN1 inh | GCN5L2 inh
COC(=O)C1=C(Cn2cnc3ccccc32)NC(=O)NC1c1cc(C)ccc1C (stereo not drawn) | -6% | 0% | 4%
C=C1CCC[C@]2(C)C[C@H]3OC(=O)C(CN(C)CC(OC)OC)[C@H]3CC12 (stereo partly drawn) | 3% | -2% | -19%
CN(C)CC(C)(C)CNS(=O)(=O)c1cccc(Cl)c1Cl | 4% | 3% | -3%
COc1ccc(NC(=O)CSc2nc3ccccc3cc2Cc2ccccc2)cc1 | ? | -20% | -4%
COc1cc(C(=O)NNC(=O)COc2ccccc2Cl)ccc1OCC(=O)N1CCOCC1 | nt | -7% | -5%
CCOC(=O)Cc1csc(N/N=C/c2ccc(C(F)(F)F)cc2)n1 | -2% | 4% | -4%
O=C1CC(c2cccc([N+](=O)[O-])c2)c2ccc3ccccc3c2N1 (stereo not drawn) | -4% | -19% | -5%
CCCC(=O)Nc1ccc(NC(=O)c2cccc(OC)c2)nc1 | 14% | -2% | 1%
O=C(c1cccc(C(=O)N2CCN(c3ccc(F)cc3)CC2)c1)N1CCN(c2ccc(F)cc2)CC1 | 2% | 6% | -3%
O=C(NCc1ccc2c(c1)OCO2)NC12CC3CC(CC(C3)C1)C2 | ? | 0% | -12%
FC(F)(F)c1cnc(Sc2ncn[nH]2)c(Cl)c1 | 4% | 0% | 1%
COc1ccc(C(=O)NCC(=O)N2CCN(c3ccc(Cl)cc3)CC2)cc1 | -7% | 4% | -21%

Sorted by count of non-hydrogen atoms (rising): five of the compounds above
SMILES | N370S GC mod | FEN1 inh | GCN5L2 inh
FC(F)(F)c1cnc(Sc2ncn[nH]2)c(Cl)c1 | 4% | 0% | 1%
CN(C)CC(C)(C)CNS(=O)(=O)c1cccc(Cl)c1Cl | 4% | 3% | -3%
O=C1CC(c2cccc([N+](=O)[O-])c2)c2ccc3ccccc3c2N1 (stereo not drawn) | -4% | -19% | -5%
COc1ccc(NC(=O)CSc2nc3ccccc3cc2Cc2ccccc2)cc1 | ? | -20% | -4%
COc1cc(C(=O)NNC(=O)COc2ccccc2Cl)ccc1OCC(=O)N1CCOCC1 | nt | -7% | -5%

Further records follow:
SMILES | N370S GC mod | FEN1 inh | GCN5L2 inh
CC1CCc2c(sc(/N=C/N(C)C)c2C#N)C1 (stereo not drawn) | 24% | -19% | -8%
COc1ccc(NC2=C(c3ccccc3)C(=O)c3ccccc32)cc1Cl | nt | -1% | -2%
CCN(CC)CCCN1C(=O)c2oc3ccccc3c(=O)c2C1c1cc(OC)ccc1OC (stereo not drawn) | -5% | 4% | -20%
CCSc1nnc(-c2c[nH]c3ccccc23)o1 | 3% | 5% | -17%
O=C(CSc1nc(O)c(C(c2ccccc2)c2ccccc2)c(=O)[nH]1)N1CCOCC1 | 2% | 1% | -4%
Cc1ccc(S(=O)(=O)N2CCC[C@H]2C(=O)Nc2ccccc2C)cc1 | nt | -15% | 0%
COc1cc(C(=O)NC2=C(C#N)CCC2)cc(OC)c1OC | -3% | 7% | 0%
O=C(c1ccc(COc2ccccc2Br)cc1)N1CCCCCC1 | 28% | -22% | -6%
Cc1ccc(S(=O)(=O)N(C)CC(=O)NCC(c2ccco2)N(C)C)cc1 (stereo not drawn) | nt | -5% | 0%
CCCN(CCC)CCNC(=O)CCC(=O)Nc1ccc2nc(N3CCOCC3)cc(C)c2c1 | ? | 1% | -5%
COCO[C@H]([C@@H](C)C=C(Br)Br)[C@@H](C)COCc1ccc(OC)cc1 | -1% | -20% | nt
O=C(O)CCCNc1cc(N2CCC3(CC2)OCCO3)c2noc3c2c1C(=O)c1ccccc1-3 | 5% | nt | ?
Cc1ccc(-c2nnc(CSc3nnc(C)s3)o2)cc1 | -14% | -13% | -17%
COc1ccc(Cl)cc1N(CC(=O)NCCSCc1ccccc1)S(C)(=O)=O | -5% | -2% | -4%
CNC1(C)[C@H]2CC[C@H](C2)C1(C)C (stereo partly drawn) | nt | 16% | -9%
CCn1c(CSc2nc3ccccc3s2)nnc1SCC(=O)c1ccc2c(c1)OCCO2 | 7%[2.35 µM] | -12% | -8%
COCCn1c(SCc2ccc(OC)c(F)c2)nnc1-c1ccncc1 | 0% | -1% | -3%
CC1CCCN(c2ccc3nncn3n2)C1 (stereo not drawn) | -6% | -2% | -9%
C[C@@H]1OC(OC2C(OC3CC[C@@]4(C)C5CC=C6C7CC(C)(C)CC[C@@]7(C(=O)O)CCC6(C)C5(C)CCC4[C@]3(C)CO)OCC(O)C2O)C(O)C(O)C1O (stereo partly drawn) | 12% | nt | -13%
CC1=C(c2ccc(C)c(C)c2)S(=O)(=O)N(Cc2ccc(C(=O)NCc3ccccc3F)cc2)C1=O | nt | 4% | -7%
COc1ccnc(N=CNOCc2ccc(C)cc2)c1C#N | -3% | -2% | -5%[0.501 µM]
C=CCN(CC=C)C(=O)C1CCN(Cc2ccc(OCc3ccccc3)cc2)CC1 | -6% | -12% | 0%
COc1ccc2c(c1)C(C1C(=O)CCCC1=O)c1ccccc1O2 (stereo not drawn) | 12% | -2% | 113%[activator]
CCOC(=O)c1ccc(N2CCOCC2)c(NC(=O)c2ccc3c(c2)OCO3)c1 | 16% | 3% | -2%
Cc1ccccc1CN1CCN(CC(=O)NCc2ccccc2)C1=O | 0% | 3% | ?
CCOC(=O)n1c(=O)n(Cc2ccc(Cl)c(Cl)c2)c2ccccc21 | 20% | 2% | 1%
O=C(c1cnc2n(c1=O)CCS2)N1CCc2ccccc21 | 14% | 16% | -5%
CSc1ccccc1C(=O)NCc1ccc2c(c1)OCO2 | 5% | 0% | -8%
CC1Cc2ccccc2N1C(=O)CSc1nnc(Cn2nnc3ccccc32)n1C (stereo not drawn) | 10%[2.35 µM] | -6% | 2%
CCC(C)NC(=O)CCCN1C(=O)CCn2nc(-c3cccn3C)cc21 (stereo not drawn) | nt | 1% | -12%
COC(=O)c1sc2cccc(F)c2c1S(=O)(=O)Nc1cc(C)c(Cl)cc1OC | nt | 8% | -13%
CN1C(=O)CC(C(=O)Nc2ccc(C(=O)O)cc2)SC1=Nc1ccc(Cl)cc1 (stereo not drawn) | nt | -8% | -7%
CC1CCCN(C(=O)COC(=O)CNC(=O)c2ccc(Br)cc2)C1 (stereo not drawn) | 0% | 6% | 0%
COc1ccc(CCn2c(C)cc(C(=O)CSc3nc(N)cc(=O)[nH]3)c2C)cc1 | 9% | 0% | ?
COc1cc(C(C)=O)ccc1OCC(O)CNCC(O)c1ccccc1 (stereo not drawn) | -19% | -4% | -4%
Cc1ccc(Cl)cc1N1CCN(C(=O)c2ccc(CN3CCOCC3)cc2)CC1 | -17% | -4% | -2%
Cc1cc2ncn(/N=C/c3ccc(-c4ccccc4)o3)c2cc1C | 26% | -19% | -18%
CCC(C)c1ccc(NC(=S)NN2CCOCC2)cc1 (stereo not drawn) | 9% | -4% | 1%
COC(=O)C1=C(C)Nc2nc3ccccc3n2C1c1ccccc1F (stereo not drawn) | 6% | 14% | -11%
COC(=O)Nc1nc(-c2ccccc2)c(C(=O)c2ccc(Cl)cc2)s1 | -4% | 3% | 1%
CN(C)CC(O)CN1C(=O)NC(C)(C)C1=O (stereo not drawn) | -3% | 3% | 1%
O=c1c([N+](=O)[O-])c(N2CCCCC2)c2ccccc2n1-c1ccccc1 | 1% | -7% | 0%[0.501 µM]
O=C1[C@H]2[C@@H](c3ccc(F)cc3)N3C(=O)N(c4ccc(C(F)(F)F)cc4)C(=O)[C@@]3(Cc3ccccc3)[C@H]2C(=O)N1C1CCCCC1 | 0% | 1% | -9%
CCCS(=O)(=O)N1CC(=O)N(c2cc(C)ccc2C)C(C)(C(=O)NC2CCCCCC2)C1 (stereo not drawn) | nt | 16% | -9%
COc1ccc(-n2c(SCC(=O)N3CCCC3)nc3ccccc3c2=O)cc1 | 3% | nt | 31%[activator]
COC(=O)[C@@]1(Cc2ccc(F)cc2)[C@@H]2[C@@H](CC(=O)[C@H]2CC(=O)C(=O)N(C)C)CN1C(=O)c1ccccc1 | -6%&6% | -12% | 0%
COc1cc(OC)c(C(=O)OCC(=O)NC2CCCC2)cc1OC | -7% | 19% | 0%
C/C(N)=C(/C#N)C(=O)COC(=O)c1ccccc1Oc1ccccc1 | ? | -6% | -7%
Cc1ccc(C(=O)NCCN2CCCC2)cc1 | 16% | 5% | 0%
Cc1cccc(C(=O)O/N=C(/c2ccccc2)c2ccncc2)c1 | -2% | -15% | 1%
New compounds follow:
SMILES | N370S GC mod | FEN1 inh | GCN5L2 inh
COc1ccc(CCNC(=O)c2ccc3c(c2)N=C(C)c2ccccc2S3)cc1OC | nt | -13% | -12%
CC1=C(C(=O)Nc2ccc(C(=O)NC(C)c3ccccc3)cc2)SCCO1 (stereo not drawn) | -4% | -1% | -2%
Cc1c(Br)c([N+](=O)[O-])nn1C(C)C(=O)Nc1ccc2c(c1)OCO2 (stereo not drawn) | 6% | -8% | 3%
O=C(Cc1ccccc1)c1c[nH]c(C(=O)NCCCN2CCOCC2)c1 | -4% | 48%[activator] | -20%
CC1CC(C)CN(C(=O)Cn2c(=O)n(CCCC(=O)NCc3ccco3)c(=O)c3sccc32)C1 (stereo not drawn) | -21% | -14% | -1%
Cc1ccc(N(C)C2=NC(=O)CS2)cc1Cl | -11% | 1% | -4%
COc1ccc(NC(=O)C(C)N=C2NS(=O)(=O)c3ccccc32)cc1S(N)(=O)=O (stereo not drawn) | nt | 3% | 5%
O=C(c1cccc(S(=O)(=O)N2CCOCC2)c1)N1CCN(S(=O)(=O)c2cccc([N+](=O)[O-])c2)CC1 | -5% | 5% | 0%
CCOc1ccccc1OCC(=O)Nc1cc(C)on1 | nt | -3% | -1%
Cc1ccc(C)c(C(=O)CSc2nc(C)cc(=O)[nH]2)c1 | -15% | 22% | 1%

3 neighbouring compounds already listed, for reference:
SMILES | N370S GC mod | FEN1 inh | GCN5L2 inh
O=C(CSc1nnc(Cn2nnc3ccccc32)o1)N(Cc1ccc(Cl)cc1)c1ccccc1 | ? | 0% | -7%
COc1ccc(NC(=O)CSc2nc3nc(C)cc(C)n3n2)cc1OC | nt | -5% | 1%
Cc1c(OCC(=O)NCC2CCC(C(=O)O)CC2)ccc2c3c(c(=O)oc12)CCC3 (stereo not drawn) | -1% | 0% | 2%

Continuation.
SMILES | N370S GC mod | FEN1 inh | GCN5L2 inh
CCN(CC)S(=O)(=O)c1ccc(Cl)c(C(=O)NC)c1 | 5%[2.35 µM] | -2% | -6%
CCOC(=O)N1CCC(n2c(SCC(=O)c3ccccc3)nc3ccsc3c2=O)CC1 | 2% | -5% | 3%
CN1CCN(S(=O)(=O)c2ccc(Nc3cccc(Cl)c3)c([N+](=O)[O-])c2)CC1 | nt | -1% | -6%
CCc1nnc(NS(=O)(=O)c2ccc(NC(=O)CCC(=O)OC)cc2)s1 | 3% | 19% | 1%
COc1ccc(-c2cn3nc(N4CCCC(C(=O)NCc5ccc(Cl)cc5)C4)sc3n2)cc1 (stereo not drawn) | nt | -6% | -4%
Cc1ccc(CSc2nc3ccc(NC(=O)C(C)C)cc3s2)cc1 | nt | 16% | -9%
COc1ccc2nc(SCC(=O)NC(C)C)[nH]c2c1 | -11% | -2% | -11%
COc1cc2c(=O)n(CCC(=O)NCC3CCCO3)c(=O)n(CC(=O)Nc3ccc(C)cc3)c2cc1OC (stereo not drawn) | 1% | 0%&-3% | -3%&0%
Cc1ccnc(NS(=O)(=O)c2cc([N+](=O)[O-])ccc2C)c1 | 7% | 5% | 0%
COc1ccc2c(C)c(CCC(=O)NCCc3ccc(OC)c(OC)c3)c(=O)oc2c1 | nt | 1% | -14%
COc1ccc(NC(=O)Cn2c(C(C)C)nc(C)cc2=O)cc1Cl | -7% | 16% | -1%
CN1/C(=C/C=C(/C#N)C(N)=O)C(C)(C)c2ccccc21 | -26% | 9% | -7%

Bioassay records deposited in PubChem BioAssay by National Center for Advancing Translational Sciences (NCATS).
